# Screening data as filed in PubChem.
# MITF TRPM1 inh: MITF TRPM1 promoter inhibition in SK-MEL-5 cells; 330,000 tested, 0.83% active; SK-MEL-5 TRPM1 promoter luciferase, 24 h; AID 488899; inhibition, % at 12.5 µM;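 active = mean inhibition across replicates of 60% or more, whatever share of single replicates reaches that level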; also: values of inactives mirror those of a sister screen read the other way
# Shn3 inh set2: inhibitors of Schnurri-3 3'UTR reporter in osteoblasts | Clone20 osteoblast Shn3 3'UTR firefly luciferase, 24 h | inhibition, % at 12.5 µM | 360,000 tested, 0.52% active;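 active = mean inhibition of at least 75% with every replicate also reaching 75%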;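 also: 0% = median of neutral control wells and 100% = pilot-screen positive control compound; some compounds past the cut are filed as inactive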
# hiPSC survival: enhancers of human iPSC single-cell survival. survival enhancement, % at 20 µM. AID 602274. 360,000 tested, 0.044% active. hiPSC single-cell survival, ATPlite luminescence; 100% = ROCK inhibitor wells, 0% = DMSO; in the data active = survival enhancement above about 18%;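 also: cells exposed to compounds for 16 hours before the ATP read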
# NR2E3 ag-1: human photoreceptor-specific nuclear receptor agonism; AID 602229; Q9Y5X4; inhibition of corepressor binding, % at 3.98 µM; 360,000 tested, 0.35% active; CHO-S Gal4-NCOR/VP16-NR2E3 two-hybrid, luciferase;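 active = inhibition above the mean of all tested compounds plus 3 SD, cut at about 70% in these data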;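 also: 0% = DMSO with NR2E3 transfected cells and 100% = cells lacking NR2E3 construct; higher means lower luciferase signal from less NR2E3 corepressor binding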
# Target sequence (Q9Y5X4 whole entry, looked up, the tested form may be a part): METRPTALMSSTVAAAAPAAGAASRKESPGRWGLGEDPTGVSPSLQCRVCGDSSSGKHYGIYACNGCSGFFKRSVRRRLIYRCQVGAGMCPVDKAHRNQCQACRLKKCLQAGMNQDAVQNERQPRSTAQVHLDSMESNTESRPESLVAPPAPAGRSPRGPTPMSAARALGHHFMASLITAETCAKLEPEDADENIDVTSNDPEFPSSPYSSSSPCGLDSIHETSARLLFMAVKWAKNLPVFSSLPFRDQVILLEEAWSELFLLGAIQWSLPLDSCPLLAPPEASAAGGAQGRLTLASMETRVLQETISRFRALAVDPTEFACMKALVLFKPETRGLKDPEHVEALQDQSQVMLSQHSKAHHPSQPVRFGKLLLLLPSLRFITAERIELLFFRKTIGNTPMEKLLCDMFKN
# CF NFkB block: blocks PAF-induced NF-kB reporter in cystic fibrosis cells; KKLEB NF-kB-GFP reporter, GFP fluorescence overnight; inhibition, % at 5 µM; 360,000 tested, 0.86% active; AID 588850;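 active = at least 50% inhibition at 5 µM, scaled per plate between neutral and stimulator controls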;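 also: PAF is a Pseudomonas aeruginosa culture filtrate used as stimulus; plate controls were PAF-stimulated DMSO wells for no effect and unstimulated DMSO wells for full effect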
# KKLEB cytotox: counter-screen for CF NF-kB inhibitors: cytotoxicity | KKLEB CF airway cells viability, ATPlite luminescence, overnight; hits give low values; cells stimulated with P. aeruginosa culture filtrate | activity change (cytotoxicity), % at 5 µM | AID 602141 | 360,000 tested, 0.36% active;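 active = corrected activity change at or below -50% at 5 µM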
# HIF-2a inh: blocks HIF-2a reporter activity; 786-0 RCC cells HIF-2a reporter, luciferase luminescence, overnight; inhibition, % at 18.8 µM; 360,000 tested, 0.72% active;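 active = inhibition of the luminescence signal of 40% or more relative to plate controls, in a single-dose primary screen at 18.75 µM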
# Peg3 prom inh: reduces Peg3 promoter-driven luciferase expression in HeLa; inhibition, % at 20 µM; HeLa PEG-Prom luciferase reporter, luminescence, overnight; 360,000 tested, 1.7% active;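 active = inhibition of at least 50% at 20 µM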
# EBV LMP1 NFkB: Epstein-Barr LMP1 NF-kappaB reporter inhibition; LMP1-induced NF-kappaB luciferase reporter cells, luminescence; inhibition, % at 12.5 µM; 350,000 tested, 0.69% active; AID 504558; in the data active = inhibition above about 41%;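 also: 0% = neutral control wells and 100% = reference inhibitor control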
# C8 TRAIL sens: caspase-8 TRAIL sensitization | NB7+C8 cells + TRAIL, ATPlite viability luminescence | 360,000 tested, 1% active | inhibition (viability loss, TRAIL sensitization), % at 10 µM | AID 624354;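 active = compounds causing at least 50% loss of cell viability in the single-dose screen, relative to plate controls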
# NR2E3 ag-2: agonists of human nuclear receptor NR2E3; Q9Y5X4; GST-NR2E3/biotin-RetCOR TR-FRET, 1536-well; inhibition of corepressor binding, % at 4.78 µM; 320,000 tested, 0.12% active; AID 2300;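 active = percent inhibition above the cutoff of mean plus 3 SD of all tested compounds, set per screening campaign, cut at about 20% in these data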;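 also: 0% = DMSO wells and 100% = biotin wells as full block of FRET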
#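 System: GST-tagged NR2E3 plus biotinylated RetCOR corepressor; Amount: 1.35 nM GST-tagged NR2E3 final; Dosing: single nominal compound dose of 4.8 µM; Schedule: 5 h incubation at 4 °C; Technique: TR-FRET with europium anti-GST and streptavidin-D2, 340 nm excitation; Controls: biotin wells as high control, 0.6% DMSO wells as low control.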
# Starred values were filed as active, the others as inactive; x = no result given. This is a subset; count on the stated rates, not on these rows.
SMILES,MITF TRPM1 inh,Shn3 inh set2,hiPSC survival,NR2E3 ag-1,CF NFkB block,KKLEB cytotox,HIF-2a inh,Peg3 prom inh,EBV LMP1 NFkB,C8 TRAIL sens,NR2E3 ag-2
CCCCn1nc(C(=O)N(CCOC)c2c(N)n(CCCC)c(=O)[nH]c2=O)c2ccccc2c1=O,4,-17,-0.6,-12,-7,13,3,9,-3,-9,2
C[C@@H]1CN([C@H](C)CO)S(=O)(=O)c2ccc(Br)cc2O[C@H]1CN(C)S(C)(=O)=O,x,-13,1.2,4,4,10,0,-6,5,6,x
O=S(=O)(NC(=S)NC1CCCCC1)c1cccs1,7,-6,-1.2,-6,18,-1,14,2,-3,-2,1
COc1ccccc1OCc1ccc(C(=O)NC(C)(C)C)o1,3,4,1.6,-21,14,-10,-29,-8,-2,-4,-1
CCC(=O)Nc1ccc2c(c1)C(=O)c1ccccc1C2=O,-4,-33,-0.3,-120,-65,7,-287,-171,-8,25,4
CCc1noc(C)c1C(=O)NCCc1ccc(Cl)cc1,0,14,0.3,5,5,3,9,-3,2,8,1
CC(CCc1ccccc1)NC(=O)CNC(=O)c1cccs1 (configuration not stated),4,0,-0.3,7,-16,3,6,-8,-1,21,2
CCC(=O)Nc1cccc(NC(=S)NC(=O)c2ccc(C)cc2)c1,-36,-41,-0.5,-41,1,2,-257,-269,-29,19,3
COc1ccc2cc3cc(C(=O)NCCN4CCc5ccccc5C4)oc3nc2c1,-22,-4,-2.4,-28,-18,14,-25,-36,2,5,1
Cc1[nH]nc2nc(SCC(=O)NCC3CCCO3)n(-c3ccc(Br)cc3)c(=N)c12 (configuration not stated),6,3,-1.7,22,4,-5,-3,-5,6,-18,-5
CC1(C)CC(NC2C3CC4CC(C3)CC2C4)CC(C)(C)N1 (configuration not stated),-14,-21,-0.7,2,5,-4,9,-27,5,15,2
CN(Cc1ccc(Cl)cc1)C(C(=O)NC1CCCCC1)c1ccnc2ccccc12 (configuration not stated),x,-7,0.5,6,16,-22,0,26,x,3,x
NS(=O)(=O)c1ccc(NC(=O)c2ccc(Cl)c(S(=O)(=O)NCc3ccco3)c2)cc1,-1,12,-1.7,-30,8,9,9,6,-1,20,2
COc1ccccc1Cn1nnc2c(=O)[nH]c(C3CCN(C(=O)c4ccc(C)cc4)CC3)nc21,13,2,9.5,-19,-3,-1,24,28,-2,-4,2
O=S(=O)(NCc1cc(-c2ccccc2)no1)c1ccc(Cl)cc1,6,12,7.3,0,-9,-6,13,16,7,4,-1
COc1ccc(N(C(=O)c2ccc(C)cc2)S(=O)(=O)c2cccs2)cc1,-14,1,2.6,1,10,8,1,11,4,-2,0
Cc1c(C(=O)Nc2ccc(Cl)cc2)c2ccccn2c1C(=O)c1ccc([N+](=O)[O-])cc1,-9,2,6.4,-21,2,5,4,-2,7,-20,2
O=[N+]([O-])c1ccc2nc(/C=C/c3ccc(Cl)cc3)[nH]c2c1,-26,10,-0.4,-70,3,1,-377,-128,-20,21,-2
CC(C)C(NS(=O)(=O)c1cccc2nsnc12)C(=O)N1CCc2ccccc2C1 (configuration not stated),3,9,-0.2,9,-3,4,22,27,3,1,0
C=CCn1c(-c2ccccc2OC)n[nH]c1=S,17,2,-1.5,-32,0,-2,3,10,-2,1,0
O=C(NCc1ccco1)/C(=C/C=C/c1ccccc1)NC(=O)c1ccco1,-4,2,-1.4,-5,12,-6,1,8,-4,-5,0
CC1(C(=O)Nc2ccc3c(c2)OCCO3)CCN1C(=O)CC1CCCC1 (configuration not stated),x,-24,-3.8,-20,-42,15,14,13,x,0,x
CCCn1c(=O)c(C(=O)NCc2ccncc2)c(O)c2ccccc21,-1,-2,-0.8,-36,0,-2,27,-7,-5,-1,3
COc1cc2c(cc1OC)C(C)N(C(=O)c1cc3c(s1)-c1c(C)cccc1OC3)CC2 (configuration not stated),-2,-5,0.0,-38,16,-4,9,4,13,-14,0
Cc1sc2nc(SCC(=O)Nc3ccc(Cl)c(C(=O)O)c3)[nH]c(=O)c2c1C,-15,-61,2.2,-78,11,1,-93,-62,2,10,x
# Later entries
SMILES,MITF TRPM1 inh,Shn3 inh set2,hiPSC survival,NR2E3 ag-1,CF NFkB block,KKLEB cytotox,HIF-2a inh,Peg3 prom inh,EBV LMP1 NFkB,C8 TRAIL sens,NR2E3 ag-2
N#CC1=C(N)Nc2ncnn2C1c1ccc(F)cc1 (configuration not stated),8,2,4.5,-26,-5,0,5,-19,3,-2,2
COc1ccc(CCNC(=O)C2(C)CCC(=O)N2Cc2ccc3c(c2)OCO3)cc1OC (configuration not stated),0,-9,-1.4,6,0,-6,12,14,0,-11,4
NNC(=O)CCc1ccc(S(=O)(=O)N2CCOCC2)cc1,-1,-7,-0.3,-1,-3,11,12,4,4,8,2
c1ccc(OCCOc2ncnc3sccc23)cc1,-37,-54,-0.2,-73,-8,-3,-157,-195,-8,-5,-1
C[C@@H]1COC(=O)[C@@H](CC(=O)OC(C)(C)C)C/C=C\C[C@H](CC(=O)N(CCO)Cc2ccccc2)C(=O)N1,-1,13,-2.0,2,-3,12,2,9,-2,-13,x
Cc1nn(-c2ccc(N3CCCCC3)nn2)c(C)c1CCC(=O)Nc1ccc(F)cc1,-81,-20,-0.4,-55,-10,-7,-146,-175,-16,8,1
O=S(=O)(NCc1ccccn1)c1ccc(F)cc1,2,4,-1.1,1,8,3,17,5,-4,-6,-3
O=C1CSC2(C(=O)N3CCCc4cccc2c43)N1c1cccc(C(F)(F)F)c1 (configuration not stated),4,16,-0.4,7,8,-10,13,31,-9,0,3
Cc1ccc(C(=O)Nc2cccc(-c3cnc4ccccc4n3)c2)cc1,-17,-11,-0.8,-29,1,-6,-68,-109,-10,-2,5
O=C1N(c2cccc3ccccc23)C(c2ccccc2)N2CCCN12 (configuration not stated),-7,7,-0.3,11,8,2,9,47,-5,-9,0
CC(=O)Oc1ccc(Cl)cc1/C=C/c1ccc2ccccc2n1,-39,-149,-1.6,-147,25,-6,-246,-98,-92,17,0
CC(C)Cc1cc(C(=O)N2CCCC(C(=O)c3cc(F)ccc3F)C2)n(C)n1 (configuration not stated),-7,11,2.2,0,33,-16,5,-10,-3,6,1
CCN(CC)S(=O)(=O)c1ccc(OCCNS(C)(=O)=O)cc1,-1,-9,-5.0,-16,-6,6,16,-4,1,0,1
Cc1cc(C)nc(NN=C2CCCC2)n1,3,-13,1.4,-5,-8,2,17,-3,-1,1,1
CCc1cc(C(c2ccc(F)cc2)N2CCOCC2)c(NC(=O)c2ccccc2)s1 (configuration not stated),-16,-5,-2.0,-14,8,2,15,-11,-8,0,-4
CCOC(=O)c1cnc2c(C)cc(Cl)cc2c1N1CCN(C)CC1,-9,-33,-0.6,-31,-5,2,8,15,-28,-26,-1
O=C1Nc2ccccc2N=C(c2ccccc2)C1N(C(=O)c1ccnc2ccccc12)c1ccccc1 (configuration not stated),x,23,1.1,4,14,0,5,20,x,-18,x
C(=C\c1ccccn1)/c1ccncc1,-29,-13,0.3,-34,-7,-12,-77,-45,-8,-4,-2
O=C1C=C(N2CCCCC2)c2ccccc2C1=O,x,46,-0.3,23,100*,-77*,46*,100*,x,94*,15
CC(C)CC(=O)Nc1ccccc1N1CCN(C(=O)c2ccccc2)CC1,17,9,1.1,-10,-8,9,7,8,0,5,1
CC(=O)Nc1ccc2c(c1)C(=O)N(C1CCCCC1)C2=O,-14,4,0.6,-9,6,-12,-7,5,5,-6,1
O=C(Cc1ccccc1)Nc1ccc(C(=O)Nc2ccc(O)cc2)cc1,-3,7,-0.3,-11,-5,9,4,11,-1,28,1
c1ccn2c(SCc3cn4ccsc4n3)nnc2c1,-65,-58,-0.3,-66,0,-11,-157,-194,-14,0,2
Cn1c(SCC(=O)NCc2ccc(F)cc2)nc2ccccc21,5,15,1.2,-18,-6,8,9,5,-4,-5,0
O=C(O/N=C(/c1ccccc1)c1ccncc1)c1ccc(F)cc1,11,7,1.2,-32,-8,4,16,-3,-2,-1,0
COc1ccc(/C=N/NC(=O)CNC(=O)c2ccncc2)cc1OC,-5,-2,-0.4,-37,14,-6,9,-6,39,-31,-3
COC(=O)c1ccc(CNC(=O)c2sccc2-c2ccccc2)cc1,79*,17,0.4,3,10,-8,14,10,4,9,3

# Given with bars between the fields: entries from further up
molecule | MITF TRPM1 inh | Shn3 inh set2 | hiPSC survival | NR2E3 ag-1 | CF NFkB block | KKLEB cytotox | HIF-2a inh | Peg3 prom inh | EBV LMP1 NFkB | C8 TRAIL sens | NR2E3 ag-2
NNC(=O)CCc1ccc(S(=O)(=O)N2CCOCC2)cc1 | -1 | -7 | -0.3 | -1 | -3 | 11 | 12 | 4 | 4 | 8 | 2
c1ccc(OCCOc2ncnc3sccc23)cc1 | -37 | -54 | -0.2 | -73 | -8 | -3 | -157 | -195 | -8 | -5 | -1
C[C@@H]1COC(=O)[C@@H](CC(=O)OC(C)(C)C)C/C=C\C[C@H](CC(=O)N(CCO)Cc2ccccc2)C(=O)N1 | -1 | 13 | -2.0 | 2 | -3 | 12 | 2 | 9 | -2 | -13 | x

# In the list so far, these contain a thiophene ring, fused or not:
SMILES,MITF TRPM1 inh,Shn3 inh set2,hiPSC survival,NR2E3 ag-1,CF NFkB block,KKLEB cytotox,HIF-2a inh,Peg3 prom inh,EBV LMP1 NFkB,C8 TRAIL sens,NR2E3 ag-2
O=S(=O)(NC(=S)NC1CCCCC1)c1cccs1,7,-6,-1.2,-6,18,-1,14,2,-3,-2,1
CC(CCc1ccccc1)NC(=O)CNC(=O)c1cccs1 (configuration not stated),4,0,-0.3,7,-16,3,6,-8,-1,21,2
COc1ccc(N(C(=O)c2ccc(C)cc2)S(=O)(=O)c2cccs2)cc1,-14,1,2.6,1,10,8,1,11,4,-2,0
COc1cc2c(cc1OC)C(C)N(C(=O)c1cc3c(s1)-c1c(C)cccc1OC3)CC2 (configuration not stated),-2,-5,0.0,-38,16,-4,9,4,13,-14,0
Cc1sc2nc(SCC(=O)Nc3ccc(Cl)c(C(=O)O)c3)[nH]c(=O)c2c1C,-15,-61,2.2,-78,11,1,-93,-62,2,10,x
c1ccc(OCCOc2ncnc3sccc23)cc1,-37,-54,-0.2,-73,-8,-3,-157,-195,-8,-5,-1
CCc1cc(C(c2ccc(F)cc2)N2CCOCC2)c(NC(=O)c2ccccc2)s1 (configuration not stated),-16,-5,-2.0,-14,8,2,15,-11,-8,0,-4
COC(=O)c1ccc(CNC(=O)c2sccc2-c2ccccc2)cc1,79*,17,0.4,3,10,-8,14,10,4,9,3
